SW480 rerep – DNA re-replication induction in SW480 cells; SW480 DNA re-replication, Hoechst DNA content imaging, 48 h; Potency, µM (titrated, usually from 46.1 µM), for inactives: at the top dose re-replication activation, usual class: activators; 1.8% of 340,000 active; note: % of control where 0% means no effect; nearly all actives have a fitted effect of over 55% in size
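Readout is total intensity of Hoechst-stained nuclei, excited at 405 nm and collected at 500-530 nm. Compound treatment lasted 48 hr at 37 C in 5% CO2 before staining.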
GLP1R ag – activates the human GLP-1 receptor | P43220 | HEK293 GLP-1R CRE-luciferase, luminescence, 4-6 h; cells express a hypersensitive GLP-1R form | Potency, µM (series often up to 45.6 µM), for inactives: at the top dose activation, most hits filed as activators | 0.007% of 380,000 active; note: % of control where 0% means no effect
Target sequence (P43220 whole entry, looked up): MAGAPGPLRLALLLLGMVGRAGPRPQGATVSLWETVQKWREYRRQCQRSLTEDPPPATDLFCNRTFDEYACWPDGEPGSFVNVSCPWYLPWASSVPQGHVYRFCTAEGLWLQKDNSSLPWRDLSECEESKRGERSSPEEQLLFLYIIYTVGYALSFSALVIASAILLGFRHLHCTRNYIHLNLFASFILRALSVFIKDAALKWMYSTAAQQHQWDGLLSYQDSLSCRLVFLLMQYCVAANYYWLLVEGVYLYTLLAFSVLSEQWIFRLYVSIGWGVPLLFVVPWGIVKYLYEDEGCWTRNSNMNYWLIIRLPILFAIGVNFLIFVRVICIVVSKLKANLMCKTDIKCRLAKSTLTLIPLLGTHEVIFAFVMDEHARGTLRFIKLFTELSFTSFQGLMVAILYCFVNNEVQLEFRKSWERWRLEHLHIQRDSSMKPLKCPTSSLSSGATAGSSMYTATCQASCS
TDP43 rescue – TDP-43 toxicity inhibition in yeast; AID 652104; TDP-43 expressing yeast growth rescue, BacTiter-Glo, 24 h; Potency, µM (top dose mostly 46.1 µM), for the others: top-dose growth rescue (activation), usual class: activators; 1.8% of 410,000 active; note: % of control where 0% means no effect; nearly all actives have a fitted effect of over 50% in size
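Luminescence from BacTiter-Glo reports growth of TDP-43-expressing yeast after 24 hr at 30 deg C with compound. Cells were raffinose-pregrown to mid-log, then seeded in galactose medium at OD600=0.02.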
HT1080 IDH1KD tx – kills HT-1080 cells with IDH1 knockdown; 2% of 360,000 active; HT-1080 IDH1 knockdown viability, ATP luminescence, 48 h; Potency, µM (top dose mostly 46.1 µM), inactives show top-dose activity, negative = toxicity, hits mostly cytotoxic;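 note: 0% = DMSO wells and -100% = cell-free medium wells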
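After a 2 h attachment period, IDH1KD HT-1080 cells took pin-transferred compound for 48 h at 37 °C; ATP-based luminescence after 10 min room-temperature reagent incubation reported viability.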
GLP1R cytotox – cytotoxicity in counter-screen for GLP-1R inverse agonists | 0.13% of 410,000 active | Potency, µM (doses to about 38.3 µM), for inactives: at the highest dose activity change, negative = inhibition, usual class: inhibitors | HEK293 cAMP-luciferase reporter cells, luminescence, 24 h | AID 624418;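 note: loss of luciferase light is scored as toxicity; % is set by controls: 0 for no effect and ±100 for the full control effect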
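Seeding density was 200 cells/uL; after overnight-length (12 h) culture, 23 nL compounds went on for 24 h at 37 °C. Readout used a luciferase detection reagent, luminescence taken after 12 min at room temperature.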
KB-V1 MDR tox – KB-V1 MDR subline cytotoxicity; 3.4% of 400,000 active; AID 1347076; Potency, µM (highest dose often 46.1 µM), inactives show at the top dose activity change, negative = cytotoxicity, most hits filed as cytotoxic; KB-V1 MDR cells viability, CellTiter-Glo, 72 h; note: % is set by controls: 0 for no effect and ±100 for the full control effect; nearly all actives have a fitted effect of over 60% in size
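Drug-selected KB-V1 cells, grown in DMEM lacking phenol red with 10% FBS, receive compound titrations; after three days at 37 degrees C, surviving cell ATP is quantified by CellTiter-Glo luminescence and responses normalized and curve-fitted.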
KB-3-1 cytotox – KB-3-1 parental cell cytotoxicity; KB-3-1 viability, CellTiter-Glo ATP luminescence, 72 h; Potency, µM (series often up to 46.1 µM), without a hit: at the top dose activity change, negative = cytotoxic, usual class: cytotoxic; 1.4% of 400,000 active; note: % is set by controls: 0 for no effect and ±100 for the full control effect; nearly all actives have a fitted effect of over 60% in size
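Using CellTiter-Glo luminescence, growth of non-resistant KB-3-1 adenocarcinoma cells is assessed 72 h after pin-tool compound addition at 37 °C. Normalized responses across the concentration series yield fitted curves.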
GLP-1R inv ag – GLP-1 receptor (human) inverse agonism; P43220; HEK293 GLP-1R CRE-luciferase, luminescence, 24 h; GLP-1R form is constitutively active; Potency, µM (highest dose often 38.3 µM), for the others: at the highest dose activity change, negative = inhibition, most hits filed as inhibitors; 1.6% of 410,000 active; AID 624417; note: % is set by controls: 0 for no effect and ±100 for the full control effect; nearly all actives have a fitted effect of over 55% in size
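Constitutively active GLP-1R drives a cAMP-responsive luciferase in stably transfected HEK293 cells; test compounds are added after overnight (12 h) attachment and left 24 hr, and signal loss in luminescence marks inhibition.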
HT1080NT lethal – kills 2HG-producing HT-1080-NT fibrosarcoma cells. Potency, µM (series often up to 46.1 µM), without a hit: at the highest dose activity, negative = less viability, actives largely listed as cytotoxic. HT-1080-NT fibrosarcoma viability, CellTiter-Glo ATP luminescence, 48 h. 1.6% of 360,000 active. AID 686970;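 note: NT is the 2HG producing partner of a matched IDH1 knockdown line; 0% = DMSO-treated cells and -100% = media-only wells without cells; nearly all actives have a fitted effect of over 55% in size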
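HT-1080-NT; 750 cells/well; 5% FBS RPMI; 48 h compound, 37 degrees C; CellTiter-Glo luminescence; curve fitting and curve-class assignment.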
Active calls of the source: *; ? = inconclusive; · = not tested or not shown; & = joins results of further samples; [ ] = another dose, or the depositor's remark. Calls come from the whole dose curve; as a rule, active = well fitted curve in the direction sought with a large enough effect; inconclusive = small, poorly fitted or top-dose-only effect, or another doubt; inactive = no such curve, though single readings can be large; an effect the other way counts as inactive or inconclusive. Potency is the fitted concentration of half-maximal effect.

Molecule,GLP-1R inv ag,TDP43 rescue,SW480 rerep,KB-3-1 cytotox,HT1080NT lethal,KB-V1 MDR tox,GLP1R ag,GLP1R cytotox,HT1080 IDH1KD tx
COc1cccc(C2(O)CCN(C(=O)c3cccs3)CC2)c1,-29%,?,1%,8%,4%,4%,2%,0%,1%
COC(=O)c1cc2oc3ccccc3c2n1CC(=O)Nc1ccc(C)cc1C,3%,9%,·,9%,·,?,·,0%,·
C=CC(=O)OCCOCCOCCOCCOC(=O)C=C,-20%,1%,?,10µM*,21µM*,7%,-2%,-11%,23µM*
CCC(=O)Nc1ccccc1-c1nc2ccccc2n(CC(=O)Nc2ccccc2OC)c1=O,3%,25%,·,?,·,?,·,-4%,·
COC(=O)c1sccc1NC(=O)Nc1ccc(OC)cc1OC,0%,20%,8%,0%,7%,?,11%,-10%,9%
Cc1c(C(=O)NCc2ccccn2)oc2ccc(S(=O)(=O)N3CCOCC3)cc12,4%,-4%,-5%,-1%,-11%,?,9%,-5%,0%
Cc1ccc(C(=O)N2CCN(c3ncccn3)CC2)cc1NC1=NC2CS(=O)(=O)CC2S1 (configuration not stated),-7%,16%,-8%,?,7%,0%,-1%,7%,1%
Cc1ccc(C)c(NC(=O)CSc2n[nH]c(-c3ccccn3)n2)c1,?,0%,?,?,-21%,-17%,2%,?,?
CCOc1ccccc1C(=O)NCC(=O)N(C)CC(=O)Nc1ccc(N2CCOCC2)cc1,56%[activator],14%,·,9%,10%,0%,-1%,5%,11%
Cc1sc(NC(=O)c2ccco2)c(C(c2cccnc2)N2CCC(C)CC2)c1C (configuration not stated),8.9µM*,?,3%,18µM*,21µM*,?,-3%,-28%,4.6µM*
CCC(=O)NCC(c1ccco1)N1CCN(c2ccc(OC)cc2)CC1 (configuration not stated),-16%,-5%,10%,4%,1%,-25%,2%,0%,0%
Cn1nccc1C(=O)OCC(=O)Nc1ccccc1,7%,-19%,-3%,-3%,25%,4%,0%,-8%,10%
CCCc1ccc(OCC(=O)O)cc1,0%,-10%,-6%,-2%,1%,10%,-1%,?,-24%[9.24 µM]
CC(C)C(=O)Nc1ccc(C(=O)NNC(=O)CCc2ccccc2)cc1,11%,7%,3%,15%,20%,-2%,-13%,9%,17%
COc1cccc(C2=CC(c3ccccc3F)n3c(nc4ccccc43)N2)c1 (configuration not stated),?,?,·,-10%,·,-25%,·,35%[activator],·
CC(C)Cc1nnc(NC(=O)CCc2c[nH]c3ccccc23)s1,?,-3%,-5%,-2%,-19%,-12%,-1%,-18%,?
O=S(=O)(c1ccccc1)c1nc(-c2ccc(F)cc2)oc1N1CCCCCC1,?,17%,·,0%,·,?,·,-5%,·
CCN(CC(=O)Nc1ccccc1OC)C(=O)c1cccc(-n2cccc2)c1,-24%,0%,2%,·,0%,·,-1%,1%,-7%
CCN1CCN(CCOc2ccc(Cl)cc2)CC1,?,-12%,12%,11%,0%,1%,14%,-2%,-2%
CC(NCCC(c1ccccc1)c1ccccc1)c1ccccc1 (configuration not stated),?,24%,7.3µM*,0%,?,?,-4%&-6%,-1%,?
CCOc1cc(C(=O)N(Cc2nc(-c3ccc(C)cc3)no2)C(C)C)cc(OCC)c1OCC,-4%,?,·,-13%,·,-8%,1%,-2%,·
COc1ccc(CNc2nc3ccccc3n2C)c(O)c1,-21%,-9%,-7%,2%,0%,-9%,19%,-8%,-4%
Cc1cc(-c2ccccc2)nc(SC(C(=O)O)c2ccccc2)n1 (configuration not stated),-10%,0%,-57%[inhibitor],-1%,5%,7%,0%,-11%,11%
COc1ccccc1CC(NC(C)=O)C(=O)NC1CCN(S(=O)(=O)c2ccccc2)CC1 (configuration not stated),10%,2%,-7%,8%,-1%,-6%,4%,17%,8%
C/C(=N/NS(=O)(=O)c1ccc(Br)cc1)c1ccc(C)o1,47%[activator],?,1%,8%,8%,-34%,-3%,19%,21%

The final three entries of the section before are carried over, then new ones follow.
Molecule,GLP-1R inv ag,TDP43 rescue,SW480 rerep,KB-3-1 cytotox,HT1080NT lethal,KB-V1 MDR tox,GLP1R ag,GLP1R cytotox,HT1080 IDH1KD tx
Cc1cc(-c2ccccc2)nc(SC(C(=O)O)c2ccccc2)n1 (configuration not stated),-10%,0%,-57%[inhibitor],-1%,5%,7%,0%,-11%,11%
COc1ccccc1CC(NC(C)=O)C(=O)NC1CCN(S(=O)(=O)c2ccccc2)CC1 (configuration not stated),10%,2%,-7%,8%,-1%,-6%,4%,17%,8%
C/C(=N/NS(=O)(=O)c1ccc(Br)cc1)c1ccc(C)o1,47%[activator],?,1%,8%,8%,-34%,-3%,19%,21%
Cc1ccc(NC(=O)COC(=O)c2cccc(C)c2[N+](=O)[O-])cc1S(=O)(=O)N1CCCCC1,?,10%,-11%,15%,-8%,-1%,-2%,2%,-5%
Cc1ccc(NC(=O)CN(C)S(=O)(=O)c2cccs2)cc1F,?,17%,1%,?,-13%,15µM*,8%,14%,-11%
Cc1cc(C)c(NC(=O)CCCN2CCOCC2)c(C)c1,1%,-12%,-8%,-3%,7%,6%,6%,27%,4%
Cc1ccc(-c2nnc(-c3ccccc3)o2)cc1,0%,-1%,1%,-3%,-2%,-5%,-3%,19%,-3%
O=[N+]([O-])c1ccc(-[n+]2nc(-c3ccccc3)nn2-c2ccccc2)cc1,4%,-26%,-2%,?,-3%,3%,-6%,-12%,-9%
O=C(Nc1ccc2c(c1)C(N1CCOCC1)c1ccccc1-2)C(F)(F)F (configuration not stated),-25%,13%,0%,12%,9%,24%,-5%,-1%,26%
Cc1cnc(C(=O)OCC(=O)N2c3ccccc3CC2C)cn1 (configuration not stated),28%,23%,-3%,11%,3%,-2%,-1%,3%,4%
O=C(Cc1cccs1)N1CCN(S(=O)(=O)c2ccc(Cl)c(C(F)(F)F)c2)CC1,?,?,-4%,3%,-8%,?,-6%,17%,-6%
CCN(CC(=O)Nc1c(F)cccc1F)C(=O)C1CCN(c2ncnc3sc(C)c(C)c23)CC1,?,25%,3%,-14%,-14%,13µM*,-10%,-30%,-11%
COc1ccccc1-c1nnc2sc(-c3cnccn3)nn12,5%,-3%,?,2%,8%,-4%,-2%,2%,9%
CC1(c2nnc(-c3ccccc3)o2)CC(c2c(Cl)cccc2Cl)=NO1 (configuration not stated),?,17%,-13%[9.22 µM],?,-4%,-16%,-2%,-7%,-5%
CCc1noc(C)c1C(=O)Nc1nc(-c2ccccc2)cs1,?,11µM*,-76%,-5%,-2%,1%,19%,-6%,-14%
CC(C)N1CCc2nc(SCC(=O)Nc3cccc(F)c3)[nH]c(=O)c2C1,5%,4%,·,19%,·,?,·,-13%,·
CC1=C/C(=N\OC(=O)/C=C/c2ccccc2)C(C)=CC1=O,3%,6%,-1%,3%,8%,0%,0%,49%[activator],-4%
CCOC(=O)C1=C(C)N(c2ccccc2)C(=O)/C1=C\c1ccc(O)c(OC)c1,-24%,-8%,24%,0%,-17%,-7%,4%,?,?
Clc1cccc(Cl)c1NC1=NCCC1,1%,-11%,-1%,1%,3%,-5%,-2%,17%,1%
O=C(O)c1cccc(N2C(=O)c3cccc(Oc4ccc(Cl)cc4)c3C2=O)c1,17%,8%,-3%,7%,-3%,0%,4%,-12%,-12%
COc1ccc(-c2c(-c3ccc(OCC(=O)NN)cc3O)n[nH]c2C)cc1,?,-23%,11%,-14%,-14%,13%,8%,-22%,-9%
CCOC(=O)COc1ccc(Oc2nc(C)cc(OC)n2)nn1,0%,-24%,-4%,-2%,6%,-15%,-9%,2%,-5%
CN1CCC(N(C)C(=O)c2ccc(Cl)c(S(=O)(=O)Nc3ccc(Cl)cc3)c2)CC1,-22%,-5%,-14%,11%,-2%,1%,1%,4%,-4%
CCC(=O)Nc1c(-c2ccc(C)cc2)c(=O)c2ccccc2n1C,12%,-13%,-2%,3%,6%,3%,6%,-15%,14%
Cc1cccc2c(=O)n3c(nc12)CCCCC3,-25%,4%,-2%,7%,3%,-5%,4%,-8%,4%
O=C(NCc1ccco1)C(=O)NCC1OCCN1S(=O)(=O)c1ccccc1 (configuration not stated),9%,13%,-13%,26%,-1%,?,2%,4%,9%
COc1ccc(F)cc1-c1cc(C(=O)NCc2cccc(Cl)c2)[nH]n1,?,14µM*,·,0%,4%,-1%,-1%,0%,3%
C=CCn1c(SCC(=O)N2CCc3ccccc3C2)nc2sc(C)c(C)c2c1=O,?,-30%,?,-21%,-4%,-9%,8%,-19%,1%

Following part:
Molecule,GLP-1R inv ag,TDP43 rescue,SW480 rerep,KB-3-1 cytotox,HT1080NT lethal,KB-V1 MDR tox,GLP1R ag,GLP1R cytotox,HT1080 IDH1KD tx
CSc1nnc2ccc(-c3ccc(C)cc3)nn12,76%[activator],?,-8%,-2%,7%,-7%,?,3%,-9%
C=CCN1c2ccccc2[C@]23C[C@@H](C(=O)OC)N(C(=O)C4CCC4)C2=NC(C(=O)OC)=C(C(=O)OC)[C@H]13,-31%,-1%,-31%[inhibitor][9.22 µM],1%,-9%,14%,2%,-9%,-17%
O=C(Cc1ccccc1)NNS(=O)(=O)c1ccccc1[N+](=O)[O-],3%,-9%,-25%,-2%,-8%,0%,10%,6%,-5%
CCCN(CCC)C(=O)Cn1c(=O)n(CCC(=O)NCCc2ccccc2)c(=O)c2ccccc21,1%,17%,0%,22%,13%,?,-7%,0%,24%
CCOc1ccccc1C1CC(=O)Nc2cc(OC)c(OC)c(OC)c21 (configuration not stated),5%,-4%,-4%,0%,8%,?,-9%,0%,13%
N#C/C(=C\c1ccc(Cl)cc1)C(=O)NC1CC1,-29%,?,0%,-4%,3%,6%,-1%,-12%,-16%
N#Cc1c(NC(=O)/C=C/C(=O)O)sc2c1CCN(Cc1ccccc1)C2,9%,-13%,-18%,6%,-2%,0%,0%,185%[activator],-7%
